Nrf2 inh: inhibitors of Nrf2 signaling | A549 ARE-Fluc reporter, luciferase luminescence, 18-24 h | Potency, µM (titrated, usually from 46 µM), inactives show top-dose activity change, negative = inhibition, usual class: inhibitors | 360,000 tested, 2.1% active; further: potency means the concentration at half of the fitted maximal effect; on the % scale 0 is the no-effect control and ±100 the full control effect; nearly all actives have a fitted effect of over 60% in size
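In this cell-based qHTS, ARE-driven firefly luciferase in A549 cells reports Nrf2 activity; the luminescent signal after BugLite lysis is the measured value, with a prior CellTiter-Fluor read for cell health.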
A549 viability: A549 cytotoxicity, counter-screen for Nrf2 inhibitors. A549 ARE-Fluc cells, CellTiter-Fluor viability, 18-24 h. Potency, µM (series often up to 46 µM), for the others: top-dose activity change, negative = cytotoxicity, usual class: inhibitors. 390,000 tested, 0.16% active. AID 504648; further: potency means the concentration at half of the fitted maximal effect; on the % scale 0 is the no-effect control and ±100 the full control effect
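A549 ARE-Fluc cells in 5% FBS OPTI-MEM, 5000 cells/well, rested 2 h then exposed to compounds in concentration-response for 18-24 h at 37 °C. Viability by CellTiter-Fluor fluorescence (Ex 405/Em 525) after 30 min; luciferase luminescence (BugLite, 15 min, RT) read afterwards.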
EPAC2 agonist: EPAC2 (human) agonism. Q8WZA2. EPAC2 activation, biochemical qHTS; response scale: 100% = 6.5 mM cAMP response. Potency, µM (doses to about 154 µM), for inactives: at the highest dose activation, most hits filed as activators. 360,000 tested, 0.079% active. AID 720711; further: potency means the concentration at half of the fitted maximal effect; nearly all actives have a fitted effect of over 50% in size
Target sequence (Q8WZA2 whole entry, looked up): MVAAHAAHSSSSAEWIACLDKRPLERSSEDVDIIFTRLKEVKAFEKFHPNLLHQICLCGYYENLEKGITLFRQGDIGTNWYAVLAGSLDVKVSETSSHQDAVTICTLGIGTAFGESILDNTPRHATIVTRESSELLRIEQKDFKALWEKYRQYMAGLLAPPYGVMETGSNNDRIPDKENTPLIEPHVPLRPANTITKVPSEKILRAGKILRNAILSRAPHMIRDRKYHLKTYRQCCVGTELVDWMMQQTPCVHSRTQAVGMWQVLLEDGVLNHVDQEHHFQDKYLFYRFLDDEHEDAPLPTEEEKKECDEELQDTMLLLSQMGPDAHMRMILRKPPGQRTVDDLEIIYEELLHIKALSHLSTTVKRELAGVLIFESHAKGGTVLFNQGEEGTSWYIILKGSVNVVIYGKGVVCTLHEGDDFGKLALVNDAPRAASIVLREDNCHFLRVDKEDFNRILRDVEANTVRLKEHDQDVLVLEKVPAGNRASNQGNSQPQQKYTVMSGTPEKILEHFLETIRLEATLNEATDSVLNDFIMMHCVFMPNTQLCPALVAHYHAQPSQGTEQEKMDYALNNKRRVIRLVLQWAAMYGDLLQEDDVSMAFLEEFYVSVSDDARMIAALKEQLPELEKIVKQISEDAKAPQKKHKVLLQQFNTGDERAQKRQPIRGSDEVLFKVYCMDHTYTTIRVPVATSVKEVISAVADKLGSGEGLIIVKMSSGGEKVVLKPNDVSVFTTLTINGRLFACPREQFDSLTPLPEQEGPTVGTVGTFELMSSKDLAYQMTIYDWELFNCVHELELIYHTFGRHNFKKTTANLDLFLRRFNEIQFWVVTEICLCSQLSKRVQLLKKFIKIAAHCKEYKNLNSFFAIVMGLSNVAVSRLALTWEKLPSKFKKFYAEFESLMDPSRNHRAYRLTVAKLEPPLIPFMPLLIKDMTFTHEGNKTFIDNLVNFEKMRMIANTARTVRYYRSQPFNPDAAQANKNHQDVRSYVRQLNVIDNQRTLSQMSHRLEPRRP
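Compounds were titrated in qHTS against a Rap1B-BODIPY-GDP (250 nM) complex with EPAC2 (100 nM) and GDP (50 uM). BODIPY-GDP release tracked at 480/540 nm over 30 min at room temperature, normalized to 6.5 mM cAMP.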
Akt phos inh: inhibitors of Akt phosphorylation | 360,000 tested, 0.32% active | Neuro2A IGF-stimulated pAkt S473 HTRF, 20 min; stronger effect = lower value | activity change, % for hits at 50 µM; in the data active means activity change below about -80%; inconclusive means mostly about -51% to -80%; further: on the % scale 0 is the no-effect control and ±100 the full control effect
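Neuro2A cells (4,500/well, DMEM with 0.5% FBS) were treated with compound at a single 50 µM final concentration, stimulated with 6 nM IGF for 20 min at 37 °C, and lysed. Phospho-Akt Ser473 was read by HTRF as 665/615 ratio ×10^4.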
TGFb SMAD3 inh: inhibitors of TGF-b signaling | Potency, µM (highest dose often 46.1 µM), inactives show at the top dose activity, negative = inhibition, most hits filed as inhibitors | 410,000 tested, 1.2% active | HepG2 CAGA-GFP TGF-b/SMAD3 reporter, GFP fluorescence, 18 h; TGF-beta stimulated, 500 pg/mL final | AID 588855; further: potency means the concentration at half of the fitted maximal effect; on the % scale 0 is the no-effect control and ±100 the full control effect; nearly all actives have a fitted effect of over 65% in size
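GFP signal (ex488/em500-530) from TGF-beta-stimulated HEPG2 CAGA-GFP cells, 500 pg/mL final, 18 h at 37 degrees C in DMEM plus 1% FBS, normalized to unstimulated and DMSO-stimulated controls.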
Nrf2 ARE act: Nrf2 pathway activation; AREc32 ARE-luciferase reporter (MCF7-derived line), luminescence, 24 h; Potency, µM (titrated, usually from 46.1 µM), without a hit: top-dose activation, hits mostly activators; 410,000 tested, 0.31% active; AID 624171; further: potency means the concentration at half of the fitted maximal effect; % of control where 0% means no effect; nearly all actives have a fitted effect of over 65% in size
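For detection, Steady-Glo was added and plates sat 30 min at RT; before that, AREc32_Fluc cells grown overnight in OPTI-MEM/5% FBS had been treated with 23 nL compound for 24 hr at 37 deg C.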
CCT modulator: changes cytosolic chaperonin activity | purified chaperonin ATPase assay, HTRF ADP detection, 30 min | activity change, % (test concentration not listed), hits read low | 360,000 tested, 0.3% active | AID 651819; in the data active means activity change below about -30%; further: on the % scale 0 is the no-effect control and ±100 the full control effect
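We incubate TRiC, 40 or 20 nM final, with library compounds at 76 uM and 10 uM ATP for 30 min at 37 °C. ADP formed is detected with Transcreener HTRF reagents after 30 min at room temperature.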
Mm-Cpn inhibitor: blocks the Methanococcus maripaludis chaperonin Mm-Cpn. purified Mm-Cpn ATPase, ADP Transcreener TR-FRET. Potency, µM (series often up to 76.9 µM), for inactives: at the top dose activity, negative = inhibition, most hits filed as inhibitors. 330,000 tested, 0.031% active. AID 504842; further: potency means the concentration at half of the fitted maximal effect; on the % scale 0 is the no-effect control and ±100 the full control effect; nearly all actives have a fitted effect of over 80% in size
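Measured: ADP formation by purified Mm-CPN. Conditions: 25 nM protein, 10 uM ATP, Tris pH 7.4 with Mg2+, K+ and DTT, 37°C for 30 min. Detection: Transcreener HTRF after 30 min at room temperature.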
EPAC2 antagonist: EPAC2 (human) antagonism. Q8WZA2. EPAC2 GEF exchange of Rap1B-BODIPY-GDP, fluorescence. Potency, µM (doses to about 114 µM), for the others: at the top dose activity, negative = inhibition, hits mostly inhibitors. 360,000 tested, 0.18% active. AID 720708; further: potency means the concentration at half of the fitted maximal effect; on the % scale 0 is the no-effect control and ±100 the full control effect; nearly all actives have a fitted effect of over 45% in size; many of its hits are not listed in these tables
* hit, by the source's call; i = inactive; u = inconclusive; x = not tested or not shown; [ ] = remark or other dose. Unless noted, the call rests on the fitted dose curve; in most records, active means well fitted curve in the direction sought with a large enough effect; inconclusive means small, poorly fitted or top-dose-only effect, or another doubt; inactive means no such curve, though single readings can be large; an effect the other way counts as inactive or inconclusive.

SMILES	Nrf2 inh	A549 viability	EPAC2 agonist	Akt phos inh	TGFb SMAD3 inh	Nrf2 ARE act	CCT modulator	Mm-Cpn inhibitor	EPAC2 antagonist
N#Cc1c(N)n(-c2ccccc2N)c2nc3ccccc3nc12	9%	-10%	5%	i	13%	-1.6%	-0.2	-1%	2%
CCN(CC(=O)Nc1c(F)cccc1F)C(=O)c1ccc(OC)c(S(=O)(=O)NC2CCCC2)c1	x	x	3%	i	-11%	-2.4%	-1.3	x	-10%
O=c1c2ccccc2nc2n1C(CSc1ccc(F)cc1)CN2 (stereo not drawn)	x	-10%	10%	i	-10%	-0.6%	-4.1	1%	-7%
C=CCOC(=O)C1=C(C)NC(=S)NC1c1cccs1 (stereo not drawn)	u	-1%	10%	i	-8%	-0.4%	1.5	-2%	-14%
Cc1cc(C)n(-c2ncnc3sc4c(c23)CC(C)CC4)n1 (stereo not drawn)	2%	3%	4%	i	-8%	-0.1%	-0.4	0%	0%
CN(C)c1ccc(CN(C(=O)c2cccs2)C2CCS(=O)(=O)C2)cc1 (stereo not drawn)	-25%	-1%	3%	i	0%	2.9%	-2.8	0%	-9%
O=C(Nc1cccc(C(F)(F)F)c1)c1ccco1	5%	0%	-2%	i	-5%	u	-0.9	2%	-6%
NC(Cc1cccc2nsnc12)C(=O)O (stereo not drawn)	8%	-1%	2%	i	7%	-0.3%	3.4	u	18%
Cc1ccc([C@@H]2[C@@H]3C(=O)N(C)C(=O)[C@@H]3[C@]3(C)C(=O)N(Cc4ccccn4)CC(=O)N23)o1	7%	-4%	-14%	i	16%	-0.9%	-5.5	3%	3%
CCOc1cc(/C=C2/C(=O)ON=C2C)ccc1O	1%	5%	2%	i	3%	0.1%	-1.3	3%	23%
OC(c1ccc(F)cc1)c1nc(-c2cc3ccccc3o2)cs1 (stereo not drawn)	x	x	25%	i	-28%	7.0%	1.3	x	-17%
CC1(C)COC(c2ccc(F)c([N+](=O)[O-])c2)=N1	-2%	-2%	3%	i	-24%	u	1.6	0%	8%
COCCCNC(=O)CCc1c(C)nc2c(c(C)nn2-c2ccccc2)c1C	-30%	-3%	4%	i	-1%	-0.3%	-1.7	0%	6%
CCOc1ccc(OCC)c(NS(=O)(=O)c2cc(-c3cc(C)no3)ccc2C)c1	30%	22%	x	x	-14%	0.0%	x	x	x
C/C(=C\C(=O)O)C(=O)Nc1nccs1	x	-2%	4%	i	2%	0.0%	-2.5	-5%	2%
O=C(O)c1ccc(N/N=C/c2cn(Cc3ccc(F)cc3)c3ccccc23)cc1	u	-13%	15%	i	u	4.4%	-1.8	0%	-14%
COc1ccc(NC(=O)COC(=O)c2c3c(nc4ccccc24)CCCC3)cc1	u	-11%	16%	i	-9%	-1.0%	-0.6	0%	-15%
O=C(Nc1cc(S(=O)(=O)N2CCOCC2)ccc1N1CCOCC1)c1cnccn1	7%	2%	6%	i	-3%	3.1%	-2.5	3%	-2%
Cc1sc(-n2c(C)cc(C=O)c2C)c(C(=O)O)c1C	x	-1%	1%	i	1%	-0.3%	-0.9	-2%	11%
O=S(=O)(c1ccc2nc(Cc3cccc(C(F)(F)F)c3)[nH]c2c1)N1CCOCC1	-23%	-1%	15%	i	-1%	0.0%	-1.2	2%	-3%
O=C(NC(c1ccc(Cl)cc1)c1ccsc1)C1CCN(Cc2ccc(Oc3ccccc3)cc2)CC1 (stereo not drawn)	x	x	17%	i	-3%	6.6%	-0.8	x	17%
CCCCOc1ccc(Br)cc1/C(C)=N/NC1=NCCN1	u	12µM*	-5%	i	u	4.8%	-0.4	0%	-17%[57.1 µM]
O=c1n(Cc2ccc(Cl)cc2)c2sc3c(c2c2ncnn12)CCCC3	x	-11%	8%	i	-19%	0.2%	1.3	-2%	-21%
CC(C)CS(=O)(=O)c1oc(-c2ccc(F)cc2)nc1S(=O)(=O)c1ccccc1	23µM*	u	x	x	3.2µM*	-5.7%	x	x	x
O=C(NCc1ccncc1)c1ccc(Br)cc1	2%	-4%	1%	i	8%	-0.9%	-1.2	1%	-3%
CCC(C)(C)NC(=O)C1c2ccccc2Oc2ccccc21	4%	-5%	8%	i	12%	-0.4%	-0.2	-4%	5%
CN1CCN(c2ccc(NC(=O)N3CCc4ccccc43)cc2)CC1	u	2%	8%	i	39%[activator]	-2.9%	-0.2	-1%	-4%
O=C(NC(=S)Nc1cccc(C(F)(F)F)c1)c1ccc2nonc2c1	u	-12%	12%	i	u	18%	0.0	-2%	-21%
Cc1cc(Cl)ccc1OCCCC(=O)N1CCCc2ccccc21	3%	-5%	18%	i	u	-0.9%	2.7	-8%	-12%
Cc1ccccc1NC(=O)c1cc2sccc2n1Cc1ccc(F)cc1	16%	4%	x	x	20%	0.4%	x	x	x
CCC1(c2ccccc2)NC(=O)N(CC(=O)NC2(C#N)CCCCC2)C1=O (stereo not drawn)	5%	-1%	-2%	i	-3%	-0.2%	-1.0	-2%	-2%
Cc1ccsc1/C=N/NC(=O)C(=O)NCC(C)C	u	2%	9%	i	-15%	0.6%	0.3	3%	15%
Cc1cc2cc(CNC(=O)c3ccc(S(=O)(=O)N(C)C)cc3)ccc2n1C	u	-6%	0%	i	-4%	-0.5%	-1.0	u	-7%
Cc1cc(C(=O)N2CCN(C/C=C/c3ccccc3)CC2)no1	x	0%	-5%	x	4%	0.5%	-0.4	-3%	2%
COC(=O)c1cnn(-c2ccccc2)c1/C=N/NC(=S)Nc1ccccc1	-20%	2%	3%	i	1%	2.7%	-1.1	-2%	5%
COC(=O)c1cccc(NC(=O)Cc2nc(-c3ccccc3)sc2-c2ccc(C)cc2)c1	-12%	10%	8%	i	-3%	-0.6%	0.9	50µM*	-5%
Cn1c2ccccc2c2ncn(CCN3CCOCC3)c(=O)c21	u	0%	7%	i	-6%	2.3%	-3.1	1%	4%
COc1cc(OC)cc(C(=O)N[C@H](C(=O)OCC(=O)Nc2ccc(C(C)C)cc2)C(C)C)c1	u	4%	-2%	i	-18%	0.1%	2.9	-2%	2%
Cc1ccc(S(=O)(=O)CC(=O)Nc2nnc(C(C)(C)C)s2)cc1	6%	-2%	5%	i	16%	0.1%	-2.0	2%	1%
CCn1c(COc2ccccc2)nnc1SCC(=O)Nc1cc(C)ccc1OC	x	5%	5%	x	-2%	-0.2%	-0.7	0%	-3%
CC(C)Nc1nc(Cl)nc(NN(C)c2nc(N(C)C)nc(N(C)C)n2)n1	u	-11%	4%	i	u	0.3%	-2.8	-2%	u
O=C(NCc1n[nH]c(=S)n1-c1ccccc1)c1ccc(S(=O)(=O)N2CCOCC2)cc1	2%	-1%	13%	i	-2%	0.4%	-0.5	0%	-3%
CCOc1ncccc1C(=O)OCC(=O)NCc1ccccc1	0%	-6%	0%	i	1%	-0.7%	-0.4	-3%	-6%
CCO/C(C)=N/Oc1cnc2ccccc2c1	x	x	4%	i	-7%	0.1%	-1.0	x	13%
C=C(C)CNC(=O)C1CCC(=O)N(CCCc2ccccc2)C1 (stereo not drawn)	0%	-2%	5%	i	5%	-0.4%	-1.1	x	-6%

Next section, starting with the last 3 of the part before.
SMILES	Nrf2 inh	A549 viability	EPAC2 agonist	Akt phos inh	TGFb SMAD3 inh	Nrf2 ARE act	CCT modulator	Mm-Cpn inhibitor	EPAC2 antagonist
CCOc1ncccc1C(=O)OCC(=O)NCc1ccccc1	0%	-6%	0%	i	1%	-0.7%	-0.4	-3%	-6%
CCO/C(C)=N/Oc1cnc2ccccc2c1	x	x	4%	i	-7%	0.1%	-1.0	x	13%
C=C(C)CNC(=O)C1CCC(=O)N(CCCc2ccccc2)C1 (stereo not drawn)	0%	-2%	5%	i	5%	-0.4%	-1.1	x	-6%
CC(=O)Nc1nonc1-c1nc2ccccc2n1CCC(C)C	3%	1%	-1%	i	-7%	0.0%	1.1	-1%	-1%
O=C(c1ccc(Oc2ccccc2)cc1)c1nc2c(n1O)CCCC2	8%	0%	8%	i	12%	-0.2%	-1.2	1%	-12%
O=C(Cn1cnc2ccccc2c1=O)OCCCCN1C(=O)c2ccccc2C1=O	-7%	11%	-2%	i	1%	-0.2%	1.0	0%	-6%[57.1 µM]
CC1CC(=O)N(CC(=O)Nc2ccccc2F)c2ccccc2S1(=O)=O (stereo not drawn)	-2%	1%	3%	i	12%	-0.1%	-0.7	0%	2%
O=C(CSc1ccc2ccccc2c1)N1CCN(c2ccc(O)cc2)CC1	-25%	-2%	21%	i	-4%	13%	0.3	-2%	-8%
O=C(COC(=O)/C=C/c1ccco1)NCCc1ccccc1	2%	3%	4%	i	-24%	29%	-6.7	3%	-4%
CC(=O)Nc1ccc(S(=O)(=O)N/N=C/c2ccc(C)s2)cc1	u	11%	5%	i	2%	4.2%	0.0	-2%	7%
O=C(NC1CCN(C(=S)Nc2ccc(Cl)cc2)CC1)c1ccco1	-25%	2%	9%	i	9%	0.5%	-0.7	-1%	-1%
Cc1nnc2c3ccccc3c(-c3ccc(O)cc3)nn12	3%	12%	7%	i	14%	-0.3%	2.4	0%	-5%
O=C(C1CCCN(S(=O)(=O)Cc2ccccc2)C1)N1CCCCC1 (stereo not drawn)	x	-6%	-11%	i	-13%	-0.1%	-1.2	2%	6%
CCCn1c(C)cc(C(=O)COc2ccc(-c3nnco3)cc2)c1C	-9%	3%	11%	i	-3%	6.3%	-3.2	-3%	-10%

From PubChem

These rows are one share of the data; the hit share may differ from the screen's.
